# FBW7 act: activators of human E3 ligase FBW7 | Q969H0 | AlphaScreen FBW7–phospho-cyclin E peptide binding, activator screen | normalized activity (activation), % at 26.1 µM | actives 0.13% (n = 650,000); in the data active = normalized activity above about 1.9%;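 note: purified mutant Fbw7 with reduced substrate affinity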
# Target sequence (Q969H0 whole entry, looked up): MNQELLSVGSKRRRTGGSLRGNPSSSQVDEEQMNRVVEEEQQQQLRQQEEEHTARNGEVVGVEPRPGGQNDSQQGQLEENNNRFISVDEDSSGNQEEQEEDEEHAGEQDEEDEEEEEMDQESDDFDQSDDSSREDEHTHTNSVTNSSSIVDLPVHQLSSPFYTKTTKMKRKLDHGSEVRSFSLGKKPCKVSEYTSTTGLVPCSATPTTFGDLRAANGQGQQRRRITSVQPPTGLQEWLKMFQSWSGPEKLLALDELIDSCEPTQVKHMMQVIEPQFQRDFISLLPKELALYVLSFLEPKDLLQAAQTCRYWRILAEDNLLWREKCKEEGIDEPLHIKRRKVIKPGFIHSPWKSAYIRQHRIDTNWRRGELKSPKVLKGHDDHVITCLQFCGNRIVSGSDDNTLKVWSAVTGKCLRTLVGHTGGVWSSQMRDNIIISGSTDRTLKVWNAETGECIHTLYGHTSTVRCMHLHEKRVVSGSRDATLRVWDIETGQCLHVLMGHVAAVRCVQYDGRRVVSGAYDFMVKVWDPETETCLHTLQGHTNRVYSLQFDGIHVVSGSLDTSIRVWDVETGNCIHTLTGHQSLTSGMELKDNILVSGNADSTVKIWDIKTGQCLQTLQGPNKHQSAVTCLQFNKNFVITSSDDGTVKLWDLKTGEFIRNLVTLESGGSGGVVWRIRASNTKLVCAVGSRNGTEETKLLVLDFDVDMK
# TEAD-YAP block: TEAD-YAP interaction inhibition; inhibition, % at 9.12 µM; actives 1.4% (n = 640,000); AID 1259422; HEK-TIYL cells, TEAD-Gal4/YAP UAS-luciferase luminescence; in the data active = inhibition above about 32%;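 note: 0% = median of test compound wells and 100% = reference inhibitor wells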
# MITF primary: human MITF inhibition, primary screen | O75030 | AlphaScreen MITF homodimerization, bead proximity signal | inhibition, % at 2.6 µM | actives 0.91% (n = 650,000) | AID 1259374; in the data active = inhibition above about 50%;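 note: 0% = vehicle wells with protein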
# GPR151 activ: activates the human receptor GPR151; activation, % at 11.2 µM; AID 1508602; Q8TDV0; actives 1% (n = 650,000); PathHunter beta-arrestin GPR151 cells, luminescence; in the data active = activation above about 4.9%;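 note: 0% = median of compound wells and 100% = cells with positive control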
# Target sequence (Q8TDV0 whole entry, looked up): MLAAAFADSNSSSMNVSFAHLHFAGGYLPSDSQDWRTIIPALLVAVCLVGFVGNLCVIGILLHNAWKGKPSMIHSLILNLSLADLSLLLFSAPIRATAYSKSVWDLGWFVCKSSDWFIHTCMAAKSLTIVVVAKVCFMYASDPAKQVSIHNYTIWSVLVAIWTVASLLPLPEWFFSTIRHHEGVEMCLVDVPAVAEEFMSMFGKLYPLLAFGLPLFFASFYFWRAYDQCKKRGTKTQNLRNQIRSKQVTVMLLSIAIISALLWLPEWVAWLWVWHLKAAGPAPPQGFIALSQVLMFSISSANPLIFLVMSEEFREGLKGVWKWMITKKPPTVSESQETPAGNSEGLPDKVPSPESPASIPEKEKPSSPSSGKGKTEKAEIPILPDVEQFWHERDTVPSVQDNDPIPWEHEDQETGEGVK
# Numbers without * were called inactive. Compounds were not picked by outcome; overall some 3.5% were active at least once.
SMILES,FBW7 act,TEAD-YAP block,MITF primary,GPR151 activ
CCN(CC)CCn1c(=N)n(CC(O)c2ccc(C)cc2)c2ccccc21 (stereo not drawn),0.0,9,5,0.4
CC(C)(C)c1ccc(NC(=O)COC(=O)c2ccccc2NCCO)cc1,0.1,-22,-9,-0.2
O=C(O)c1cc(S(=O)(=O)Nc2ccc(F)cc2)c(Cl)cc1Cl,0.0,-4,-2,1.6
Cc1ccc(C)c(N2CCN(C(=O)c3cc4ccccn4n3)CC2)c1,0.7,-6,15,0.0
Cc1cc(N2CCOCC2)nc(N2CCN(C(=O)C(C)C)CC2)n1,0.0,1,11,0.2
O=[N+]([O-])c1nn(Cc2cccc(F)c2)cc1Cl,0.4,-8,21,0.4
CC(NC(=O)c1ccc(Cl)cc1)C(c1cccs1)N1CCOCC1 (stereo not drawn),-0.1,1,0,0.6
CC(C)(C)c1ccc(S(=O)(=O)N2CCC(C(=O)O)CC2)cc1,0.0,-1,0,0.4
CCn1nc(C)cc1C(=O)Nc1nc(-c2ccc(C(C)C)cc2)cs1,0.3,38*,7,1.6
Clc1ccccc1N=c1oc2ccccc2cc1-c1nc2ccccc2[nH]1,0.7,-31,12,-8.3
CN1CCN(C(=O)c2ccc([N+](=O)[O-])cc2Cl)CC1,0.1,-5,2,-1.0
O=C(Cc1ccccc1)NCC(=O)N1CCCCC1,1.0,-9,10,-0.7
COc1ccc(-c2nsc(SCC(=O)N3CCCC3)n2)cc1,0.0,-3,6,-0.8
CC1(C)C(=O)Nc2ccccc2N1C(=O)CSc1nc2ccccc2n1CCC#N,0.3,2,3,-0.7
N#C/C(=C\c1cccnc1)C(=O)Nc1ccccc1C(=O)O,0.1,-7,-2,-0.6
Cc1ccc(NC(=O)CC2S/C(=N\N=C3\CSC(=O)N3)NC2=O)cc1 (stereo not drawn),-0.3,-8,82*,0.7
CCOC(=O)c1ccc(Nc2nc(C(=O)OCC)nc3ccccc23)cc1,0.0,9,21,-1.0
CC(=O)CC1C2([N+](=O)[O-])C=CC(=O)C1([N+](=O)[O-])CN(CCO)C2 (stereo not drawn),-0.3,0,30,0.0
CCC(Sc1nc2n[nH]c(C)c2c(=N)n1-c1cccc(Cl)c1)C(=O)N(CC)CC (stereo not drawn),-0.1,-37,-6,-1.1
CCOC(=O)C1CCN(c2nc(-c3ccc(Br)cc3)nc3ccccc23)CC1,-0.1,7,0,1.1
N#C/C(=C/c1cc2c(cc1Cl)OCO2)C(N)=S,-0.2,0,-4,-0.9
COc1ccc(NC(=O)CCCS(=O)(=O)c2nc(-c3ccccc3OC)cc(C(F)(F)F)n2)cc1,-0.3,-16,4,0.1
COc1ccccc1C(=O)CC1(O)C(=O)N(Cc2ccccc2)c2ccccc21 (stereo not drawn),-0.1,9,2,-0.7
CCOC(=O)C(=CNc1sc2c(c1C(=O)OC)CCCC2)C(=O)OCC,-0.1,-1,-3,-1.0
COc1cc(/C=C2/C(=O)NN(c3cccc(C)c3)C2=O)c([N+](=O)[O-])cc1OC,-0.1,11,1,1.4

# Rewritten with two lines to a compound: part of the list above.
# The line under a structure holds: FBW7 act	TEAD-YAP block	MITF primary	GPR151 activ
CCN(CC)CCn1c(=N)n(CC(O)c2ccc(C)cc2)c2ccccc21 (stereo not drawn)
    0.0	9	5	0.4
CC(C)(C)c1ccc(NC(=O)COC(=O)c2ccccc2NCCO)cc1
    0.1	-22	-9	-0.2
O=C(O)c1cc(S(=O)(=O)Nc2ccc(F)cc2)c(Cl)cc1Cl
    0.0	-4	-2	1.6
Cc1ccc(C)c(N2CCN(C(=O)c3cc4ccccn4n3)CC2)c1
    0.7	-6	15	0.0
Cc1cc(N2CCOCC2)nc(N2CCN(C(=O)C(C)C)CC2)n1
    0.0	1	11	0.2
O=[N+]([O-])c1nn(Cc2cccc(F)c2)cc1Cl
    0.4	-8	21	0.4
CC(NC(=O)c1ccc(Cl)cc1)C(c1cccs1)N1CCOCC1 (stereo not drawn)
    -0.1	1	0	0.6
CC(C)(C)c1ccc(S(=O)(=O)N2CCC(C(=O)O)CC2)cc1
    0.0	-1	0	0.4
CCn1nc(C)cc1C(=O)Nc1nc(-c2ccc(C(C)C)cc2)cs1
    0.3	38*	7	1.6
Clc1ccccc1N=c1oc2ccccc2cc1-c1nc2ccccc2[nH]1
    0.7	-31	12	-8.3
CN1CCN(C(=O)c2ccc([N+](=O)[O-])cc2Cl)CC1
    0.1	-5	2	-1.0
O=C(Cc1ccccc1)NCC(=O)N1CCCCC1
    1.0	-9	10	-0.7
COc1ccc(-c2nsc(SCC(=O)N3CCCC3)n2)cc1
    0.0	-3	6	-0.8
CC1(C)C(=O)Nc2ccccc2N1C(=O)CSc1nc2ccccc2n1CCC#N
    0.3	2	3	-0.7
N#C/C(=C\c1cccnc1)C(=O)Nc1ccccc1C(=O)O
    0.1	-7	-2	-0.6
Cc1ccc(NC(=O)CC2S/C(=N\N=C3\CSC(=O)N3)NC2=O)cc1 (stereo not drawn)
    -0.3	-8	82*	0.7

# Continued.
SMILES,FBW7 act,TEAD-YAP block,MITF primary,GPR151 activ
Cc1ccc(NS(=O)(=O)c2c(C)ccc3nsnc23)c([N+](=O)[O-])c1,-0.1,0,-1,-0.5
O=C(NCc1ccccc1)C(=O)Nc1nc(-c2ccccc2)cs1,-0.2,-6,-2,0.0
CC(C)c1nc(N(C)S(C)(=O)=O)nc(-c2ccc(F)cc2)c1/C=C/[C@@H](O)C[C@@H](O)CC(=O)O,0.3,9,12,4.0
Cc1cc(-c2cncnc2C2CCN(S(C)(=O)=O)CC2)on1,0.2,0,15,-0.2
O=c1cc(C(F)F)oc2c1ccc1ccccc12,0.8,10,3,2.7
N#C/C(=C\c1ccc2c(c1)OCO2)C(=O)Nc1cccc2c(=O)[nH][nH]c(=O)c12,0.0,-5,10,1.6
CCOC(=O)c1[nH]c(C)c(C(=O)N2CCc3ccccc32)c1C,-0.1,49*,-4,-0.3
O=C(Cc1c[nH]c2ccccc12)N/N=C/c1ccccc1Cl,0.9,6,-80,-1.0
COc1ccc(/C(O)=C2\C(=O)C(=O)N(Cc3cccnc3)C2c2ccccc2)cc1 (stereo not drawn),0.0,-7,-9,0.6
Cc1cnc(NCc2cccnc2)nc1NCc1cccnc1,0.0,-5,-16,1.1
NC(=O)c1ccc(-c2cccc(C(=O)NCc3cccc(C(F)(F)F)c3)n2)cc1,0.0,11,6,-1.6
CC1CCc2c(C(=O)NCc3ccccc3)csc2C1 (stereo not drawn),-0.1,-17,0,-0.4
Cc1cc(C(=O)NCc2ccc(F)cc2)c(C)o1,0.2,5,0,0.6
Cc1cc(C(=O)COC(=O)c2cc3ccccc3oc2=O)c(C)n1C1CC1,0.2,-4,6,0.1
CCOC(=O)N1CCN(C(=O)CNS(=O)(=O)c2ccc(Br)cc2)CC1,0.7,13,-3,0.9
COc1nc(NCCN(C(C)C)C(C)C)nc(-c2ccc(C(=O)NC3CC3)cc2)n1,-0.1,2,-2,0.9
O=C(CCCCCN1C(=O)C2C3c4ccccc4C(c4ccccc43)C2C1=O)OCC(=O)c1ccc(Br)cc1 (stereo not drawn),0.0,4,16,-0.8
COc1ccc(N2CCN(CC(O)COc3ccc(NC(C)=O)cc3)CC2)cc1 (stereo not drawn),0.2,5,8,-1.7
O=C(NCC1CCC2(CCN(C(=O)Cc3ccccc3)CC2)O1)c1cc(F)ccc1F (stereo not drawn),0.2,0,12,-0.3
OCCNCCCCOc1ccccc1,0.0,6,-10,0.3
Cc1nc(NC2CCN(CC(=O)Nc3ccc4c(c3)OCO4)CC2)[nH]c(=O)c1C,0.0,-8,-6,-1.0
Cc1ccc(-c2csc(NC(=O)COc3ccc(Cl)cc3C)n2)cc1,0.7,0,23,-1.2
C=CCOC(=O)C1=C(C)NC(C)=C(C(=O)OCC=C)C1c1ccc(-c2ccccc2[N+](=O)[O-])o1,-0.1,6,-5,-1.4
CCOC(=O)C1=C(CN2CCC(C(N)=O)CC2)NC(=O)NC1c1ccco1 (stereo not drawn),0.1,5,4,-1.3
CC(=O)NC1C(OCc2ccccc2)OC2COC(c3ccccc3)OC2C1O (stereo not drawn),-0.2,-6,-5,-0.9

# A second format for part of the listing above.
CCOC(=O)C1CCN(c2nc(-c3ccc(Br)cc3)nc3ccccc23)CC1
  FBW7 act: -0.1
  TEAD-YAP block: 7
  MITF primary: 0
  GPR151 activ: 1.1

N#C/C(=C/c1cc2c(cc1Cl)OCO2)C(N)=S
  FBW7 act: -0.2
  TEAD-YAP block: 0
  MITF primary: -4
  GPR151 activ: -0.9

# (list continues)
SMILES,FBW7 act,TEAD-YAP block,MITF primary,GPR151 activ
COc1cccc(NC(=O)Cn2c(=O)n(C3CCCCC3)c(=O)c3cccnc32)c1,0.0,7,3,-1.8
O=C1/C(=C/c2cn(Cc3ccc(Cl)cc3Cl)nc2-c2ccccc2)Sc2ccccc21,0.0,-30,10,2.0
CCOc1ccccc1NC(=O)C(C)NS(=O)(=O)c1ccc(F)cc1 (stereo not drawn),-0.1,-3,-8,-0.1
O=C(NC(=S)Nc1ccc(Cl)cn1)c1cc2ccccc2o1,-0.1,-24,-7,-1.4
Cc1ccc(C(=O)CC2(O)C(=O)Nc3ccc(Cl)cc32)cc1 (stereo not drawn),-0.1,2,1,0.8
CNC(=O)c1ccc(-c2ccc3c(c2)OCO3)nc1NCCOC,0.5,-22,20,0.3
O=C1NC(=S)/C(=C\c2ccc(-c3ccc([N+](=O)[O-])cc3)o2)S1,0.7,13,22,-1.5
CN1CCN(Cc2c(C(=O)N3CCCCC3)nc3sccn23)[C@@H](c2ccccc2)C1,-0.1,6,-16,0.4
C/C(=N\N=C(N)N)c1ccc(C)c(C)c1,-0.1,-4,9,-0.2
CCOc1ccc(NC(=O)c2ccc(Cl)cc2Cl)cc1,0.0,-60,3,0.5
Cc1ccc2oc(-c3ccc(NS(=O)(=O)c4ccccc4)cc3)nc2c1,-0.3,-9,3,2.2
CC(Nc1ccc(Br)cn1)c1ccccc1 (stereo not drawn),-0.1,7,14,1.5
COc1ccc(NC(=O)c2oc3ccccc3c2NC(=O)C2CCCO2)cc1OC (stereo not drawn),0.3,-21,3,0.3
COC(=O)C(NC(=O)c1ccccc1Cl)(Nc1nc(C2CC2)cs1)C(F)(F)F (stereo not drawn),-0.1,0,-3,-2.0
C/C(=N\Nc1ncc(Cl)cc1Cl)c1ccccc1,0.0,-14,9,-0.5
O=S(=O)(c1ccc(-c2ccco2)cc1)C1CCN(Cc2cccnc2)CC1,0.2,10,14,3.4
O=C(NN=C1C2CC3CC(C2)CC1C3)c1ccccn1,0.1,3,4,-3.1
CCCCn1c(SCc2ccccc2C)nc2ccsc2c1=O,0.0,-9,-8,-2.1
Cc1ccc(C)c(CC(=O)Nc2onc3c2CCC3)c1,-0.1,25,-8,1.5
C=CCSC1=C(C#N)C(c2sccc2C)CC(=O)N1 (stereo not drawn),0.1,0,6,0.3
COc1ccccc1-c1cc(C(F)(F)F)nc(S(=O)(=O)CCCC(=O)Nc2cc(Sc3ccc(Cl)cc3)cc([N+](=O)[O-])c2)n1,-0.2,-2,-6,1.3
OC1CCN(c2ncc(-c3cccs3)cn2)CC1,0.1,10,-15,-5.4
O=C(NCC1(c2ccccc2)CCCC1)c1ccco1,0.3,3,6,-0.2
CN1CCN(CCCNC(=O)Nc2cccc3ccccc23)CC1,0.1,10,5,-0.1
O=C(Nc1cccc(-c2cn3ccsc3n2)c1)c1ccco1,0.0,-16,14,1.8
# Continued:
SMILES,FBW7 act,TEAD-YAP block,MITF primary,GPR151 activ
COC(=O)c1cccc(C(=O)Nc2ccc(C)cc2Br)n1,0.3,-23,23,-0.6
O=C(NN1S(=O)(=O)c2ccccc2S1(=O)=O)c1sc2ccccc2c1Cl,0.1,-6,-9,0.3
CCOC(=O)c1ccc(NC(=O)CN(c2cccc(C)c2C)S(C)(=O)=O)cc1,0.0,5,-9,-1.3
Cc1cc(C)n2ncc(C(=O)Nc3cccc(O)c3)c2n1,-0.1,9,7,-0.4
O=C(CCN1C(=O)C2C3C=CC(C3)C2C1=O)Nc1ccc(C(F)(F)F)cc1 (stereo not drawn),0.9,11,18,-0.5
CCn1c(C(O)c2cc(OC)c(OC)c(OC)c2)nc2ccccc21 (stereo not drawn),2.3*,9,16,-0.2
O=C(Nc1ccc(S(=O)(=O)N2CCCC2)cc1)c1ccc(Br)s1,0.5,9,-1,0.0
c1ccc(-c2nnc3sc(CNCc4ccc5c(c4)OCO5)cn23)cc1,-0.1,0,-5,0.0
COc1cccc(C2C(C(=O)Nc3ccc(C)cn3)=C(C)NC3=C2C(=O)CC(C)(C)C3)c1OC (stereo not drawn),-0.1,11,9,1.1
O=C(Nc1ccc(F)cc1)NC1(C(=O)Nc2ccc3c(c2)OCCO3)CCCCC1,0.3,6,1,-0.4
CCNC(=O)C(=O)NN(C(=O)c1ccc(F)cc1)c1ccccc1,-0.1,0,4,0.7
COCCC(=O)NCC1Cc2cc(-c3nc(C)cnc3C)ccc2O1 (stereo not drawn),0.2,1,5,2.3
O=C(/C=C/c1cccc(C(F)(F)F)c1)Nc1ncc(Cc2cccc(Cl)c2)s1,0.1,1,11,2.5
CN(C)c1nc2ccc(OCCN3CCCCC3)cc2s1,0.0,-13,-3,1.3
Cc1ccc(OC/C(O)=C(\C#N)c2nc3ccccc3[nH]2)c([N+](=O)[O-])n1,-0.2,-11,8,-1.0
CCC(C)(C)NC(=O)C(c1ccccc1F)N(C(=O)Cn1nnc2ccccc21)C1CC1 (stereo not drawn),0.0,14,0,0.7
CCOC(=O)c1ccc(-n2c(N)c(C(=O)N3CCCC3)sc2=S)cc1,-0.3,-1,6,0.4
CC1=C(C(=O)Nc2ccccc2)C(c2cc(Br)ccc2O)NC(=S)N1 (stereo not drawn),-0.1,4,6,0.2
